# TSHR antag – blocks TSH signaling through the human TSH receptor. activity change, negative = inhibition, % at 11.5 µM. actives 0.2% (n = 330,000). AID 504810. TSHR-expressing cells, TSH-stimulated cAMP HTRF, 2 h; active compounds read low;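 active = activity change below a set negative limit, meaning inhibition stronger than a set level, cut at about -70% in these data; inconclusive = activity change between two set negative limits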; also: % is scaled to controls: 0 for no effect and ±100 for the full control effect
#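 TSHR-expressing cells, 200/well, pre-treated with compound, then stimulated with EC80 TSH (4nM final) for 2 hours at 37 deg C. cAMP measured by competitive HTRF: anti-cAMP cryptate antibody in lysis buffer plus cAMP-d2, read after 30 minutes at room temperature.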
# TSG101-PTAP inh – blocks PTAP/TSG101 interaction to inhibit HIV-1 budding; 340,000 tested, under 10 active; Q99816; Potency, µM (titrated, usually from 115 µM), inactives show at the top dose activity change, negative = inhibition, actives largely listed as inhibitors; Fluorescence polarization, FITC-PTAP peptide / Tsg101 binding; AID 493005; active = well fitted inhibition curve with a large enough effect in the main read-out, with a control signal flat, not every such curve was filed as active; inconclusive = small, poorly fitted or top-dose-only effect, or effect the other way, or a change in a side signal; inactive = no such curve, though single readings can be large or run the other way; also: potency is read from the fitted curve at half-maximal effect; % of control where 0% means no effect
# Target sequence (Q99816 whole entry, looked up): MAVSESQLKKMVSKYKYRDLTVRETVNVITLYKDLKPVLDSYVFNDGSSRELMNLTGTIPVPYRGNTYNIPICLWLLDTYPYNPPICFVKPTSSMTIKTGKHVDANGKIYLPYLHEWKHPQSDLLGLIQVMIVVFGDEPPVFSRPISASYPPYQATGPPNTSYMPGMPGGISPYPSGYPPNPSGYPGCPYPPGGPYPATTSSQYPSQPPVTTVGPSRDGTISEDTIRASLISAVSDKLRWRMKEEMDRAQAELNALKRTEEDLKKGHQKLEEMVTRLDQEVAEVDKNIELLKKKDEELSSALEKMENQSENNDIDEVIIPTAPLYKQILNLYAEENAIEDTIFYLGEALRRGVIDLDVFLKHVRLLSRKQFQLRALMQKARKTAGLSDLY
#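 Fluorescence polarization binding of Tsg101 binding domain (10 uM final) to FITC-labeled PTAP peptide (50 nM final) in HEPES pH 7.5 buffer with NaCl, Tween 20, EDTA, TCEP. Compounds added before peptide; binding 20 min at RT.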
# Chronic BCR inh – chronic active BCR signaling inhibition. ABC-DLBCL IkBa-CBG/CBR reporter, luminescence ratio, 4 h. Potency, µM (series often up to 46.1 µM), without a hit: top-dose ratio change, negative = lower green/red ratio, actives largely listed as inhibitors. actives 0.05% (n = 340,000); active = well fitted inhibition curve with a large enough effect in the signal ratio, with a control signal flat, not every such curve was filed as active; inconclusive = small, poorly fitted or top-dose-only effect, or effect the other way, or a change in a side signal; the % refers to the signal ratio;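 also: potency is read from the fitted curve at half-maximal effect; plate controls were basal doxycycline-induced cells for no effect and cells given 10 µM MG132 for full effect; MG132 reads +100%, hits lower the ratio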
#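 Doxycycline induced both beetle luciferases in TMD8 lymphoma cells; IKK-driven degradation limits the IkappaBalpha-fused green signal, while red luminescence normalises for cell number and nonspecific effects. Compounds tested up to 46 uM, 4 hrs.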
# USP2a block – inhibitors of human ubiquitin-specific protease USP2a | USP2 core, Ub-CHOP2 coupled fluorogenic reporter, 485/531 | AID 463254 | actives 0.01% (n = 330,000) | Potency, µM (highest dose often 38.3 µM), for the others: at the top dose activity change, negative = inhibition, hits mostly inhibitors;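 also: potency is read from the fitted curve at half-maximal effect; plate controls were DMSO wells for no effect and full inhibition by NEM control for full effect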
# Target sequence (O75604 whole entry, looked up): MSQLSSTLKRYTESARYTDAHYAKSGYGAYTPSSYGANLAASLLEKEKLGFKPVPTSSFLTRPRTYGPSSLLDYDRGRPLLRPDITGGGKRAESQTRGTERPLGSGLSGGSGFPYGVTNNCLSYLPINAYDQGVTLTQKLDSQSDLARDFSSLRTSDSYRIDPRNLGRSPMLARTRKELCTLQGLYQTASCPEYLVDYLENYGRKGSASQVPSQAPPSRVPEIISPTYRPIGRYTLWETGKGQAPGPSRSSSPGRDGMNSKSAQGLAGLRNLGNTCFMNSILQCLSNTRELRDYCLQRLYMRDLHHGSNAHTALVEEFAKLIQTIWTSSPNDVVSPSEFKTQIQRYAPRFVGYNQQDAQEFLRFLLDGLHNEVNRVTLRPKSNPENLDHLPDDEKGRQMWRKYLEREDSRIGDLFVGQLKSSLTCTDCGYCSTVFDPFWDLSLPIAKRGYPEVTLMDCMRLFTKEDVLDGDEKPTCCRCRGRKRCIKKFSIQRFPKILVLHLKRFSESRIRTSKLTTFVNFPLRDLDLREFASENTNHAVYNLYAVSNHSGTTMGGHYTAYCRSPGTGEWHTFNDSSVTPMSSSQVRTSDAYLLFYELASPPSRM
#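 USP2 core (10nM final) preincubated 30min RT with compound in 20mM Tris-HCl pH 8.0, 2mM CaCl2, 2mM beta-mercaptoethanol, 0.05% CHAPS; 25nM Ub-CHOP2 plus 25nM reporter substrate added, fluorescence (Ex485/Em531) read after 60min.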
# ELG1 repair inh – blocks ELG1-dependent DNA repair in HEK293T cells. Potency, µM (highest dose often 46.1 µM), for inactives: at the top dose activity change, negative = inhibition, hits mostly inhibitors. actives 2.3% (n = 330,000). HEK293T ELG1-luciferase reporter, luminescence, 16 h; DNA damage induced by 5-fluorouridine; also: potency is read from the fitted curve at half-maximal effect; % is scaled to controls: 0 for no effect and ±100 for the full control effect; nearly all actives have a fitted effect of over 55% in size
#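 5-Fluorouridine DNA damage + compound/DMSO, 2,000 cells/well, 16 h, 37 °C/5% CO2. ONE-Glo, 30 min RT, luminescence. Readout = decrease in reporter signal.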
# Eya2 inh – inhibitors of human Eya2 phosphatase activity. actives 0.006% (n = 330,000). recombinant Eya2, OMFP fluorescence dephosphorylation (OMFP is methylfluorescein phosphate). O00167. Potency, µM (titrated, usually from 76.9 µM), inactives show at the highest dose activity, negative = inhibition, actives largely listed as inhibitors. AID 488837; also: potency is read from the fitted curve at half-maximal effect; % is scaled to controls: 0 for no effect and ±100 for the full control effect
#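 Eya2 protein (added as 0.2 uM solution) was preincubated with compound for 10 min at ambient temperature in 50 mM HEPES pH 7.5, 50 mM NaCl, 5 uM MgCl2, 0.05% BSA, 1 mM DTT. OMFP (added at 50 uM) then reacted 10 min; fluorescence read at 485/525 nm.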
# Tb PFK block – blocks T. brucei phosphofructokinase; Potency, µM (titrated, usually from 57.5 µM), for the others: top-dose activity, negative = inhibition, hits mostly inhibitors; O15648; T. brucei PFK, ADP-Glo luminescence; actives 0.17% (n = 330,000);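 also: potency is read from the fitted curve at half-maximal effect; 0% = uninhibited 1x PFK enzyme wells and -100% = no-enzyme wells; nearly all actives have a fitted effect of over 60% in size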
#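 PFK 1.25 nM, F6P 0.5 mM, ATP 0.1 mM, 0.1 M TEA pH 8.0, 5 mM MgCl2, 0.01% Tween20, 0.1% BSA; 45 min RT. ADP-Glo readout. qHTS titration up to 57 uM; curves fitted, compounds curve-classed.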
# B2AR arrestin – beta2AR (human) beta-arrestin recruitment activity; beta-arrestin recruitment to beta2AR, cell-based reporter; Potency, µM (titrated, usually from 46.1 µM), for inactives: at the highest dose activation, actives largely listed as activators; actives 0.02% (n = 330,000); AID 492947;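 also: potency is read from the fitted curve at half-maximal effect; 0% = DMSO controls and full agonism = EC100 isoproterenol or metaproterenol; nearly all actives have a fitted effect of over 65% in size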
# uPA generation – blocks generation of uPA at the cell surface | actives 0.31% (n = 330,000) | cell surface uPA generation assay, qHTS | Potency, µM (highest dose often 38.3 µM), for inactives: top-dose activity change, negative = inhibition, actives largely listed as inhibitors; active = well fitted inhibition curve with a large enough effect; inconclusive = small, poorly fitted or top-dose-only effect; inactive = no such curve, though single readings can be large or run the other way; tested in mouse RAW 264.7 cells; also: potency is read from the fitted curve at half-maximal effect; % is scaled to controls: 0 for no effect and ±100 for the full control effect; nearly all actives have a fitted effect of over 55% in size
# TCR activator – activates T cell receptor signaling | AID 504894 | 330,000 tested, under 10 active | primary human leukocytes, anti-CD3, IL-2 HTRF, 48 h | Potency, µM (series often up to 9.22 µM), for the others: at the top dose activation of IL-2 secretion, actives largely listed as activators; also: % of control where 0% means no effect
#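 Activity was scored as IL-2 release from primary human leukocytes given only a TCR signal (a-CD3 beads) plus compound for 48 hr. Detection used a two-antibody HTRF format read at 665nm.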
# Mito fusion act – inhibitors of mitochondrial division or activators of mitochondrial fusion. S. cerevisiae fusion-defective mutant growth rescue, CellTiterGlo 48 h. Potency, µM (titrated, usually from 46.1 µM), without a hit: at the top dose growth rescue (activation), hits mostly activators. actives 0.23% (n = 320,000). AID 485298;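 also: potency is read from the fitted curve at half-maximal effect; % of control where 0% means no effect; nearly all actives have a fitted effect of over 45% in size; temperature-sensitive fusion mutants such as fzo1-1 at 37 °C on non-fermentable ethanol glycerol medium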
#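 Compounds are tested for their ability to restore growth of mitochondrial fusion-defective yeast strains at non-permissive 37C in YPEG medium over 48 hours. Viability is quantified by luciferase luminescence.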
# Numbers without * were called inactive; ? = inconclusive; · = not tested or not shown; [ ] = remark or other dose. Unless noted, calls follow the shape of the dose curve; as a rule, active = well fitted curve in the direction sought with a large enough effect; inconclusive = small, poorly fitted or top-dose-only effect, or another doubt; inactive = no such curve, though single readings can be large; an effect the other way counts as inactive or inconclusive.
SMILES,TSHR antag,TSG101-PTAP inh,Chronic BCR inh,USP2a block,ELG1 repair inh,Eya2 inh,Tb PFK block,B2AR arrestin,uPA generation,TCR activator,Mito fusion act
Cc1cccc(NC(=O)/C=C/c2ccc(Cl)cc2)n1,-9,0%,?,1%,?,4%,0%,0.1%,-5%,-1%[46.1 µM],?
CN1CCN(c2ccc(Cl)cc2NC(=O)c2ccc(S(=O)(=O)N3CCCCCC3)cc2)CC1,-4,-7%,0%,0%,8%,1%,3%,0.2%,-2%,-8%,-7%
CCOc1cccc(C(=O)Nc2ccc(N3CCCC3)cc2)c1,-20,-2%,?,3%,?,-11%,1%,-1.0%,-7%,9%,-1%
CC1S/C(=N/N=C2CCC(C(C)(C)C)CC2)NC1=O (configuration not stated),6,0%,?,0%,10%,5%,6%,0.4%,5%,-6%[46.1 µM],-3%
COc1ccccc1N1CCN(S(=O)(=O)CCNC(=O)c2ccccc2Br)CC1,6,0%,1%,-1%,?,0%,1%,0.4%,0%,9%,7%
CC(C)C(=O)Nc1cccc(NC(=O)CCN2C(=O)c3ccccc3S2(=O)=O)c1,2,-5%,-6%,-1%,-27%,-10%,-3%,-0.9%,3%,·,-1%
Cc1cc(C(=O)OC(C(=O)Nc2cccc(C(F)(F)F)c2)c2ccccc2)c(C)o1 (configuration not stated),-15,-2%,?,3%,-5%,-7%,0%,-0.8%,-1%,1%[46.1 µM],29%
O=C(O)c1ccccc1C(=O)NC1=NN(c2ccccc2)CC1,-1,0%,-4%,2%,13%,9%,1%,0.4%,0%,3%,-31%
Nc1cc(=O)[nH]c(SCc2csc(-c3ccccc3)n2)n1,-17,-2%,?,-4%,?,4%,0%,-0.5%,-4%,3%[46.1 µM],-2%
COc1ccccc1C(=O)COC(=O)c1ccc(Cl)nc1,-12,-3%,20%,-5%,?,11%,-3%,0.0%,-6%,2%,-3%
COc1ccc(C=O)cc1COc1c(F)c(F)cc(F)c1F,-17,1%,1%,2%,-6%,7%,-7%,0.0%,-5%,-1%,0%
NC(=O)CSc1nnc(Cc2ccc3c(c2)OCO3)o1,-5,-1%,1%,12%,-16%,-1%,0%,-0.3%,-8%,·,-1%
O=C(CCCn1c(=S)[nH]c2cc3c(cc2c1=O)OCO3)NCCc1ccccc1Cl,-20,-3%,11%,0%,2%,2%,-2%,-0.1%,-10%,-3%,-1%
Cc1ccc2c(c1)NC(=O)C(CC(=O)Nc1ccc(Br)c(C)c1)O2 (configuration not stated),-8,-6%,?,1%,-1%,-29%,1%,0.5%,5%,-5%,1%
CCN1CCN(CC(=O)N2N=C(c3cccs3)CC2c2ccc(OC)cc2)C(=O)C1=O (configuration not stated),15,1%,4%,0%,18%,-4%,-1%,0.6%,-1%,2%,1%

# One compound at a time (already shown). Values in the order: TSHR antag | TSG101-PTAP inh | Chronic BCR inh | USP2a block | ELG1 repair inh | Eya2 inh | Tb PFK block | B2AR arrestin | uPA generation | TCR activator | Mito fusion act
# Cc1ccc2c(c1)NC(=O)C(CC(=O)Nc1ccc(Br)c(C)c1)O2 (configuration not stated) across the screens: -8 | -6% | ? | 1% | -1% | -29% | 1% | 0.5% | 5% | -5% | 1%
# O=C(O)c1ccccc1C(=O)NC1=NN(c2ccccc2)CC1 across the screens: -1 | 0% | -4% | 2% | 13% | 9% | 1% | 0.4% | 0% | 3% | -31%
# COc1ccccc1N1CCN(S(=O)(=O)CCNC(=O)c2ccccc2Br)CC1 across the screens: 6 | 0% | 1% | -1% | ? | 0% | 1% | 0.4% | 0% | 9% | 7%
# CCN1CCN(CC(=O)N2N=C(c3cccs3)CC2c2ccc(OC)cc2)C(=O)C1=O (configuration not stated) across the screens: 15 | 1% | 4% | 0% | 18% | -4% | -1% | 0.6% | -1% | 2% | 1%
# NC(=O)CSc1nnc(Cc2ccc3c(c2)OCO3)o1 across the screens: -5 | -1% | 1% | 12% | -16% | -1% | 0% | -0.3% | -8% | · | -1%

# Next part
SMILES,TSHR antag,TSG101-PTAP inh,Chronic BCR inh,USP2a block,ELG1 repair inh,Eya2 inh,Tb PFK block,B2AR arrestin,uPA generation,TCR activator,Mito fusion act
COc1ccc(CNC(=O)CCCCCNC(=O)N2CCn3c2nc2ccccc23)cc1,-6,-4%,-5%,4%,-2%,5%,-2%,-0.5%,-2%,-6%,-1%
Cc1cccc(C)c1NC(=O)CNC(=O)C(Cc1ccccc1)NC(=O)c1ccccc1 (configuration not stated),-8,-2%,-14%,4%,2%,-2%,7%,0.5%,0%,-2%,0%
CCCNC(=O)CSc1nc(COc2ccccc2)nc2ccccc12,-8,-6%,0%,7%,6%,0%,-1%,0.3%,-8%,2%,?
O=S(=O)(N1CCCCCC1)N1CCNCC1,1,-1%,2%,2%,-20%,8%,1%,-0.4%,-3%,·,-1%
CCOc1cc(N2CCOCC2)c(OCC)cc1NC(=O)c1ccc(S(=O)(=O)N(C)C)cc1,-12,-9%,-2%,0%,?,22%,-2%,0.5%,-4%,1%,-1%
C=C(C)CSc1nc2ccccc2[nH]1,5,1%,1%,1%,?,-1%,-6%,0.0%,-8%,1%[46.1 µM],-10%
Cc1scc(C(=O)N/N=C/c2ccc(OC(C)C)cc2)c1C,2,-1%,1%,-2%,?,3%,-1%,0.5%,-8%,0%,0%
O=C(CSc1nccn1-c1ccccc1)NCc1ccc(F)cc1,-3,-1%,9%,-1%,9%,-8%,-4%,-0.2%,5%,·,21%
CN(CC(=O)Nc1cccc(Cl)c1)S(=O)(=O)c1ccc2[nH]c(=O)oc2c1,-5,0%,7%,0%,16%,4%,-3%,0.3%,5%,-6%,2%
Cc1ccc(/C=C/c2nc3ccccc3[nH]2)o1,-10,-6%,?,2%,?,8%,-20%,-1.0%,-13%,-5%,0%
O=C(NCCCl)Nc1cccnc1Cl,2,-1%,?,9%,1%,8%,-3%,-0.2%,6%,-1%,-2%
CCOc1cc(C=O)ccc1OCCCN1C(=O)NC(C)(C)C1=O,-3,-3%,-3%,0%,5%,-10%,3%,-0.7%,·,-10%,-2%
CCCN(CC(=O)Nc1ccccc1OC)C(=O)CCC(=O)c1ccc(Cl)s1,6,-4%,-10%,1%,-9%,-22%,5%,-1.4%,-42%,-20%,5%
Cc1cccc(C)c1NC(=O)CN(C)C(=O)CSC(=S)N1CCCC1,8,1%,4%,0%,4%,-4%,0%,-0.5%,2%,-5%,7%
COC(=O)C(C)NC(=O)C12CC3CC(C1)CC(c1ccc(C)cc1)(C3)C2 (configuration not stated),-2,-6%,-9%,1%,-1%,3%,26%,-0.2%,-1%,-8%,-6%
NS(=O)(=O)c1cccc(NC(=O)COC(=O)Cc2n[nH]c(=O)c3ccccc23)c1,7,-4%,0%,2%,-2%,10%,-1%,0.0%,5%,·,-4%
COc1ccc(-c2c(NC(C)=O)n(C)c3ccccc3c2=O)cc1,1,-3%,3%,3%,-2%,5%,-4%,-1.1%,-9%,0%,1%
c1ccc(Cc2nn[nH]n2)cc1,21,0%,-1%,2%,2%,0%,0%,-1.2%,2%,-3%,1%
COc1ccc(NC(=O)C(Sc2nnc3ccccn23)c2ccccc2)cc1Cl (configuration not stated),7,-4%,?,2%,-1%,-11%,1%,2.5%,-2%,-2%[46.1 µM],-5%
CCN(CC)CCn1c(SCC(=O)NCCC2=CCCCC2)nc2c(sc3ccccc32)c1=O,-17,-3%,-2%,2%,3%,13%,0%,-0.2%,0%,-2%,-8%
CCOC(=O)N1CCN(CC(O)COc2ccc(OC)cc2C(C)(C)C)CC1 (configuration not stated),-2,-2%,-1%,2%,-5%,-1%,-1%,-3.0%,-2%,-2%[46.1 µM],-6%
CCOC(=O)c1c(NC(=O)COC(=O)c2nc(Cl)ccc2Cl)sc(C(=O)N(C)C)c1C,1,-1%,7%,1%,-15%,-8%,1%,0.0%,10%,-3%,-5%
